# Screening results deposited in PubChem BioAssay by The Scripps Research Institute Molecular Screening Center.
# CHRM4 PAM – CHRM4 positive allosteric modulation | P08173 | CHO-K1 hM4/Gqi5, Fluo-8 calcium fluorescence, ACh EC20; 0% = ACh EC20, 100% = maximal ACh | activation, % at 3 µM | 360,000 tested, 0.4% active | AID 624126;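 active = activation above its plate's cutoff, the mean activation of sample wells plus 3 SD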; note: some results filed as inactive read as strong as hits
# Target sequence (P08173 whole entry, looked up): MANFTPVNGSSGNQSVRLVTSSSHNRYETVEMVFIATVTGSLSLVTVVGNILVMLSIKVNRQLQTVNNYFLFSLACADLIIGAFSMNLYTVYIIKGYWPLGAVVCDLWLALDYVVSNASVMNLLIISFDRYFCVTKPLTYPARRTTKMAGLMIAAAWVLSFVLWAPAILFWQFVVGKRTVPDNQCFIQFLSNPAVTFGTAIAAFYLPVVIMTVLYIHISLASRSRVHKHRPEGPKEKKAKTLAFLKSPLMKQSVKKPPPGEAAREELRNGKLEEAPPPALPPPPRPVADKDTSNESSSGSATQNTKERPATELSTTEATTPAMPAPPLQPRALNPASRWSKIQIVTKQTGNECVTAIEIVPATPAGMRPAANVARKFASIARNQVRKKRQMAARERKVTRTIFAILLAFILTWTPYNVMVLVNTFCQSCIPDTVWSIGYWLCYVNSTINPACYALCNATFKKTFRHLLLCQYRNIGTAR
# CHO-K1 Ca ag – counter-screen for M1 agonists: effect in parental CHO-K1 cells | 360,000 tested, 0.48% active | Fluo-8 calcium fluorescence; scaled to maximal ATP response, vehicle zero | AID 602248 | activation, % at 3 µM; in the data active = activation above about 15%;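 note: untransfected CHO-K1 host cells lacking M1 receptor as counterscreen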
# M1 PAM parental – M1 PAM counterscreen hit in parental CHO-K1 cells; ATP EC20, Fluo-8 calcium fluorescence; 0% at ATP EC20, 100% at ATP max; activation, % at 3 µM; 360,000 tested, 0.02% active;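 active = activation above the run cutoff, the mean activation of all test compounds plus 3 SD, cut at about 40% in these data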;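 note: peak over basal fluorescence ratio in a 140 s read after ATP addition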
# M5 ag – agonists of human muscarinic M5 receptor (CHRM5); activation, % at 3 µM; CHO-K1 hM5 cells, Fluo-8 calcium fluorescence; 0% DMSO wells, 100% maximal acetylcholine response; 360,000 tested, 0.19% active;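 active = activation above the run's mean over test compounds plus 3 SD, cut at about 23% in these data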;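 note: signal is peak over basal fluorescence ratio across the kinetic read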
# Target sequence (P08912 whole entry, looked up): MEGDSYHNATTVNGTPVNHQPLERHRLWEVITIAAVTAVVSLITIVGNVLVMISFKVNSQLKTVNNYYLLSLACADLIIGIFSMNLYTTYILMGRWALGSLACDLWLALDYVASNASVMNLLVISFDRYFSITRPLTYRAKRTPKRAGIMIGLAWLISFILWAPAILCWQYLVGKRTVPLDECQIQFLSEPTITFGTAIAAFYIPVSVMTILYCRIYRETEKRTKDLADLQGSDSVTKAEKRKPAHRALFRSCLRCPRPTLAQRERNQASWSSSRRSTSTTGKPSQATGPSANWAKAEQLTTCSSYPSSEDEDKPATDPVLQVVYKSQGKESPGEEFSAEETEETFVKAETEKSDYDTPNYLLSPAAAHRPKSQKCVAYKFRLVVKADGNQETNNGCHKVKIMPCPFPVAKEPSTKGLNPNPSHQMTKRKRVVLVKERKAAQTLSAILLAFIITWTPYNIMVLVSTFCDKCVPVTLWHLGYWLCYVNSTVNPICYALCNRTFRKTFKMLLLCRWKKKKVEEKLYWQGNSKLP
# CHRM4 antagonist – CHRM4 antagonism in calcium assay. CHO-hM4 cells, ACh EC80, Fluo-8 calcium fluorescence. inhibition, % at 3 µM. 360,000 tested, 0.73% active. AID 624125;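 active = inhibition above its plate's cutoff, the mean inhibition of sample wells plus 3 SD, cut at about 27% in these data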;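 note: 0% = acetylcholine EC80 with DMSO and 100% = DMSO without agonist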
# CHRM5 antagonist – blocks acetylcholine activation of human M5 receptor; 360,000 tested, 0.59% active; inhibition, % at 3 µM; CHO-hM5 cells, Fluo-8 calcium fluorescence, ACh EC80;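 active = inhibition above a per-plate cutoff, the mean of that plate's test compounds plus 3 SD, cut at about 27% in these data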;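 note: 0% = acetylcholine EC80 with DMSO and 100% = DMSO without agonist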
# M4 ag – agonists of human muscarinic M4 receptor (CHRM4); P08173; activation, % at 3 µM; CHO-K1 hM4/Gqi5, Fluo-8 calcium fluorescence; vehicle 0%, full acetylcholine response 100%; 360,000 tested, 0.14% active; AID 624127;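 active = activation above the run mean over all test wells plus 3 SD, cut at about 32% in these data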;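 note: peak over basal fluorescence ratio per well then scaled between controls; 0% = DMSO wells and 100% = acetylcholine at EC100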
# CHO-K1 Ca antag – M1 antagonist counterscreen hit in parental CHO-K1 cells | 360,000 tested, 0.6% active | inhibition, % at 3 µM | ATP-induced calcium, Fluo-8 fluorescence | AID 602250;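 active = inhibition above a per-plate cutoff, the plate's mean sample inhibition plus 3 SD, cut at about 24% in these data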;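 note: 0% = DMSO plus EC80 ATP and 100% = DMSO alone without ATP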
# CHRM5 PAM – potentiates acetylcholine response at human M5 receptor; P08912; CHO-K1 hM5, Fluo-8 calcium, ACh EC20 PAM; 0% = ACh EC20, 100% = ACh EC100; activation, % at 3 µM; 360,000 tested, 0.3% active; AID 624038;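 active = activation above the run cutoff, the mean activation of all test compounds plus 3 SD, cut at about 18% in these data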
#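 Assay system: CHO-K1 hM5 cells. Also added: acetylcholine at EC20 concentration, added after compound. Dosing: 3 µM, single dose. Times: compound preincubation 140 s before EC20 acetylcholine addition. Signal: Fluo-8 calcium fluorescence. Measure: % activation relative to EC20 and EC100 ACh responses. Repeats: singlicate, one well per test compound.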
# * marks the source's active call; other numbers are inactive results.
# Second line of a record: CHRM4 PAM	CHO-K1 Ca ag	M1 PAM parental	M5 ag	CHRM4 antagonist	CHRM5 antagonist	M4 ag	CHO-K1 Ca antag	CHRM5 PAM
O=C(Nc1ccccc1-c1ccccc1)C1CCCN(c2ncccn2)C1 (stereo unspecified)
    3	0.9	12	-1	4	-9	3	-8	0
O=C1C(=O)C(c2ccccc2)C(=O)C1c1ccccc1 (stereo unspecified)
    6	0.2	9	1	4	4	0	-8	-7
CN(C)S(=O)(=O)c1ccc(NC(=O)N2CCOCC2)cc1
    -10	3.5	5	3	-2	-4	6	8	-15
COc1ccccc1NC(=O)CCc1c(C)[nH]c(=O)c(C#N)c1C
    16	0.7	22	1	4	-8	2	-11	-1
O=C(NNC(=S)NC(=O)c1ccc(F)cc1)c1cccnc1
    -12	0.7	-10	-4	9	19	0	-16	-3
CCN(CC)Cc1c(C(=O)N/N=C/c2ccccn2)nnn1-c1nonc1N
    -3	-0.2	-10	-1	6	1	1	6	-1
NS(=O)(=O)c1ccc(CCNC(=O)c2ccco2)cc1
    -3	0.9	-6	-1	-9	6	0	-13	6
COc1ccc(NC(=O)c2cc(C3CCCCN3C(=O)C3CCCCC3)on2)c(C)c1 (stereo unspecified)
    6	-0.5	15	-4	-11	13	1	-4	8
O=C(OCc1cncs1)c1cccs1
    0	0.3	1	0	-3	6	2	1	1
Cc1cc(C(F)(F)F)nn1Cc1ccc(C(=O)NCc2ccco2)o1
    0	0.8	-3	3	-5	-4	3	4	-3
OCC1CCCCN1CC(O)COC(c1ccc(F)cc1)c1ccc(F)cc1 (stereo unspecified)
    -6	1.8	12	-5	-1	6	2	-16	-1
COc1ccc(CN(C(=O)c2cnccn2)C(C(=O)NC(C)(C)C)c2cc(OC)c(OC)c(OC)c2)cc1 (stereo unspecified)
    11	1.4	11	2	-1	-8	4	-2	0
O=c1cc[nH]c2ccc(Cl)cc12
    1	0.2	-15	1	-2	13	1	4	-7
O=C(CN1CCCCC1)N1c2ccccc2Sc2ccc(C(F)(F)F)cc21
    -13	2.0	19	-13	98*	99*	-2	-9	-29
O=C(NC1CCCCC1NC(=O)c1ccco1)c1ccco1 (stereo unspecified)
    -2	0.3	13	-3	-1	-5	0	-6	1
CC1CC=C(O)C12OCC(C)(C)CO2 (stereo unspecified)
    2	0.6	9	-2	9	12	0	-10	3
CC1CCN(Cc2cc(=O)oc3cc4c(cc23)CCCC4)CC1
    -2	0.5	-17	-2	-2	10	7	6	-11
COc1ccc(N2CCN(Cc3cc(=O)oc4ccc5ccccc5c34)CC2)cc1
    4	0.1	14	-3	-9	-3	1	-11	4
COc1ccc(CCNC(=O)Cn2cc(C(F)(F)F)cc(Cl)c2=O)cc1OC
    -2	0.2	-6	-1	6	7	0	15	-3
Cc1ccccc1Nc1nc(N)nc(COC(=O)C(NC(=O)c2ccco2)C(C)C)n1 (stereo unspecified)
    -1	0.1	9	-1	3	11	1	1	-11
CC1CCCC(C)N1CC(O)COCC1COc2ccccc2O1 (stereo unspecified)
    -3	1.0	15	-7	4	-1	0	-7	1
O=S(=O)(c1ccc(Br)cc1Cl)N1CCN(CCO)CC1
    -2	-0.7	-16	-2	-6	-11	0	17	-2
Cc1ccc(Cl)cc1NC(=O)CN1CCOCC1
    14	1.5	20	5	-2	6	2	-14	7
Cn1ccnc1C(=O)Cc1ccc([N+](=O)[O-])cc1
    1	0.6	19	-3	2	4	1	-14	9
Cc1ccc(S(=O)(=O)NC(=O)c2cc(C)n(C3CC3)c2C)cc1
    1	1.4	15	0	3	4	1	-11	2
CC(=O)c1ccc(N2CCN(C(=O)CCNC(=O)Cn3ccc4ccccc4c3=O)CC2)cc1
    0	2.2	-7	-1	-5	15	9	12	-7
CCOc1ccc(S(=O)(=O)N2CCN(C(=O)c3cc4ccccc4o3)CC2)cc1
    -8	12	13	-3	5	16	10	-8	-10
CC(=O)c1c(C)[nH]c(C(=O)CN2C(=O)NC3(CCCCC3)C2=O)c1C
    5	0.4	-12	5	-2	-2	1	13	5
Nc1ccc2nc(-c3ccccn3)[nH]c2c1
    6	1.4	10	-2	1	5	5	-11	4
C[n+]1ccccc1C1CCCC/C1=N\Nc1ccc([N+](=O)[O-])cc1[N+](=O)[O-] (stereo unspecified)
    -15	-0.1	-5	-1	7	0	0	0	-4

# (more compounds)
# Second line of a record: CHRM4 PAM	CHO-K1 Ca ag	M1 PAM parental	M5 ag	CHRM4 antagonist	CHRM5 antagonist	M4 ag	CHO-K1 Ca antag	CHRM5 PAM
CC(C)CSc1nnc2c(n1)[nH]c1ccccc12
    2	0.3	-10	-1	0	8	0	15	-2
Cc1occc1-c1nnc(SCC(=O)NC2CCCCC2C)o1 (stereo unspecified)
    6	0.8	6	-2	-12	5	1	-13	-6
Cc1ccc(P(=O)(CSC(=N)N)c2ccc(C)cc2)cc1
    4	-0.3	4	-3	-1	0	0	5	4
Cc1ccc(-n2c(SCc3nnc4n3CCC4)nnc2-c2ccccc2)cc1
    -3	0.0	12	-3	8	2	0	-5	10
CC#CC[N+](C)(C)CCCCCCCCCC
    -11	0.7	-1	-18	22	3	-1	4	4
CSc1nc2[nH]ncc2c(=O)[nH]1
    8	-0.5	6	3	3	-4	0	-1	12
O=C(OCc1ccccc1)/C(=C/c1ccccc1Cl)NC(=O)c1ccco1
    -4	1.8	4	-3	0	6	3	-7	-2
COc1ccc(S(=O)(=O)Nc2cccnc2)c(C)c1C
    0	1.4	3	-1	-7	3	0	-2	-5
O=C(N/N=C/c1cccnc1)c1cccs1
    8	0.1	-26	-4	-5	6	0	13	-1
C/C(=N\NC(=O)c1ccc(-n2cnnn2)cc1)c1ccc(C)cc1
    9	0.4	13	-4	-11	6	0	-16	8
O=C(CSc1nnc(-c2ccccc2O)o1)N1CCc2ccccc2C1
    -4	1.7	15	1	1	-5	6	-14	4
Cc1ccc(S(=O)(=O)Nc2cccc(-c3ccc(N4CCCCCC4)nn3)c2)c(C)c1
    -5	-0.5	4	-7	7	26	-1	5	-9
Cc1ccc(NC(=O)c2cccnc2C(=O)Nc2ccc(C)cc2)cc1
    11	-0.9	-8	-4	1	-2	1	-5	3
Clc1ccccc1-c1nnc2sc(-c3cccs3)nn12
    -3	1.5	2	-1	6	2	1	0	-9
CCOC(=O)C1CCN(C(=O)c2ccccc2CCc2ccccc2)CC1
    1	2.0	13	-2	-5	6	1	-4	-2
Cc1cc(N2C(=O)C3CC=CC(C)C3C2=O)no1 (stereo unspecified)
    -2	-0.1	-7	3	2	-4	1	11	1
O=C1c2ccccc2-c2nc3ccccc3cc21
    -5	1.0	-6	-1	-3	10	5	10	2
CC(=O)c1cccc(NC(=O)c2ccccc2OCc2ccc(F)cc2)c1
    -8	3.0	22	-5	-1	32*	4	-3	-10
COc1ccccc1NC(=S)NC(C)=O
    3	0.5	-7	5	4	-8	1	-14	7
Cc1ccc(CN2CCC(Oc3ccc(C(=O)NCc4ccccn4)cc3)CC2)o1
    -8	1.1	4	-5	-7	4	0	-1	0
Cc1cc(OC(C)C(=O)NC2CC(C)(C)NC(C)(C)C2)c2c(C)c(C)c(=O)oc2c1 (stereo unspecified)
    3	0.4	19	0	6	-4	1	-16	2
CN(Cc1ccc(F)cc1)C(=O)CN1C(=O)c2ccccc2S1(=O)=O
    2	0.5	8	1	-11	19	3	-4	-9
COC(=O)c1oc2ccc(Br)cc2c1-n1cccc1
    10	-0.4	-10	1	-14	-1	-2	11	4
CN1C(=O)c2ccc(N(C)C)cc2C1=O
    -4	0.1	6	-3	1	-1	1	7	0
Cc1cccc(OCC(=O)Nc2cc(NC(=O)COc3cccc(C)c3)cc(C(=O)O)c2)c1
    2	0.6	17	-1	7	-3	0	-9	-1
COc1ccccc1-c1cc(SC)c(C#N)c(=O)o1
    6	-0.1	-3	-3	1	1	2	3	-1
Cc1ccc(OCc2cc(C(=O)N3CC4C[C@@H]5CC3C[C@H](C4)C5)no2)cc1C
    0	0.6	6	-3	1	-3	1	-12	1
COc1ccc(C)cc1N(C)C(=O)c1coc(=O)c2ccccc12
    3	-0.3	3	-7	1	3	1	14	-11
Cc1ccc(C(=O)NNC(=O)/C=C\C(=O)O)cc1
    -6	0.9	-4	3	-3	-10	1	-5	-1
CCCCC(=O)N1CCN(c2nc3ccc(Br)cc3s2)CC1
    19*	9.6	1	7	-1	-11	12	12	-4

# One compound at a time, as listed above. Values in the order: CHRM4 PAM | CHO-K1 Ca ag | M1 PAM parental | M5 ag | CHRM4 antagonist | CHRM5 antagonist | M4 ag | CHO-K1 Ca antag | CHRM5 PAM
# Shown for Cc1ccc(C(=O)NNC(=O)/C=C\C(=O)O)cc1 = -6 | 0.9 | -4 | 3 | -3 | -10 | 1 | -5 | -1
# Shown for Cc1ccc(-n2c(SCc3nnc4n3CCC4)nnc2-c2ccccc2)cc1 = -3 | 0.0 | 12 | -3 | 8 | 2 | 0 | -5 | 10
# Shown for Clc1ccccc1-c1nnc2sc(-c3cccs3)nn12 = -3 | 1.5 | 2 | -1 | 6 | 2 | 1 | 0 | -9
# Shown for Cc1ccc(S(=O)(=O)Nc2cccc(-c3ccc(N4CCCCCC4)nn3)c2)c(C)c1 = -5 | -0.5 | 4 | -7 | 7 | 26 | -1 | 5 | -9

# More entries
# Second line of a record: CHRM4 PAM	CHO-K1 Ca ag	M1 PAM parental	M5 ag	CHRM4 antagonist	CHRM5 antagonist	M4 ag	CHO-K1 Ca antag	CHRM5 PAM
COc1c(O)cnn(-c2ccccc2)c1=O
    3	0.3	19	2	-10	-6	1	-14	13
Cc1cc2ccccn2c1C(=O)c1ccncc1
    12	0.7	9	2	5	1	4	-7	-2
O=C(NCc1ccc(Cl)cc1)c1ccc(Br)o1
    9	0.5	28	-7	-2	10	-2	-17	8
Cc1cc(S(=O)(=O)NC2CCCCC2)ccc1OCC(=O)NCC1CCCO1 (stereo unspecified)
    -5	0.1	12	-1	-8	9	2	-3	-3
Cc1ccn2c(=O)c(C(=O)NCCCN3CCCCC3C)c(O)nc2c1 (stereo unspecified)
    3	0.5	7	-3	2	-1	1	-4	4
Cc1cc(C)c2ccc3c(C)c(C)n(C)c3c2n1
    8	0.5	18	1	-7	3	1	-22	5
CC(NC(=O)C1CCC(CNc2c(N3CCOCC3)c(=O)c2=O)CC1)c1ccccc1 (stereo unspecified)
    3	-0.1	3	2	-9	-5	1	-5	-3
CCN=C1SC(C(=O)Nc2ccc(OC)cc2)CC(=O)N1CC (stereo unspecified)
    -15	5.4	1	10	11	3	18	19	-13
COC(=O)c1cc(S(=O)(=O)NCCc2ccc(C)cc2)c[nH]1
    -1	1.9	8	6	-9	0	5	4	-4
COc1ccc(NC(=O)c2ccccc2-c2ccc(C(F)(F)F)cc2)cc1S(=O)(=O)N1CCOCC1
    -6	2.4	-6	0	-4	21	11	16	-1
CC(C)CN(C(=O)COC(=O)c1ccccc1NCc1ccco1)c1c(N)n(Cc2ccccc2)c(=O)[nH]c1=O
    8	0.2	2	2	-7	7	1	5	-2
CC1CN(C(=O)c2cc([N+](=O)[O-])cc([N+](=O)[O-])c2)CC(C)O1 (stereo unspecified)
    -6	0.0	9	2	6	6	0	-19	3
CCOc1ccc(NC(=O)Nc2ccc(N(C)C(C)=O)cc2)cc1
    -6	4.7	12	7	-2	13	15	-2	-15
